Screening results from PubChem BioAssay.
AmpC no deterg: inhibitors of E. coli AmpC beta-lactamase without detergent | P00811 | AmpC nitrocefin hydrolysis, absorbance 480 nm, 0.0001% Triton | Potency, µM (doses to about 57.1 µM), without a hit: at the highest dose activity change, negative = inhibition, usual class: inhibitors | actives 0.52% (n = 330,000);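 further: potency means the concentration at half of the fitted maximal effect; plate controls were no compound for no effect and no enzyme for full effect; nearly all actives have a fitted effect of over 20% in size; some results filed as inactive show a strong effect at the top dose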
Target sequence (P00811 whole entry, looked up): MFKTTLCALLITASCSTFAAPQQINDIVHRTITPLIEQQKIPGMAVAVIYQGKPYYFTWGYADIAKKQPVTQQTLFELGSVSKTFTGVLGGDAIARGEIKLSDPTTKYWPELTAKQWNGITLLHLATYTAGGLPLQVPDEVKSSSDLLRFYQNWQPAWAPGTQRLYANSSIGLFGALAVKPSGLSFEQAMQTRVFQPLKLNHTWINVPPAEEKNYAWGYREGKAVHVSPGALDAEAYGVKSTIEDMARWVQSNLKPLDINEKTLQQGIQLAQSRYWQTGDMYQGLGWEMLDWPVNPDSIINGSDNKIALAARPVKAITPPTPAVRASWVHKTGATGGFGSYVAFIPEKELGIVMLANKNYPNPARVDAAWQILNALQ
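AmpC (5.3 nM in the dispensed reagent) in 20 mM phosphate pH 7.0 with 0.01% (detergent screen) or 0.0001% Triton X-100 was preincubated with compounds for 15 min at room temperature. Nitrocefin was then added from an 800 uM solution, and hydrolysis was followed at 480 nm.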
TbPYK inhibitor: T. brucei pyruvate kinase inhibition. actives 0.12% (n = 410,000). TbPYK enzyme, Kinase-Glo Plus ATP luminescence, 45 min. Potency, µM (highest dose often 76.8 µM), without a hit: top-dose activity, negative = inhibition, hits mostly inhibitors. Q57TT1; further: potency means the concentration at half of the fitted maximal effect; nearly all actives have a fitted effect of over 50% in size
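Activity of T. brucei pyruvate kinase was followed by Kinase-Glo Plus luminescence after the enzyme reacted 45 min at room temperature with 130 uM ADP (final) and substrate. Test compounds were added before ADP at multiple concentrations.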
AMA1-RON2 inh: AMA1-RON2 (P. falciparum) interaction inhibition | Potency, µM (highest dose often 58.2 µM), inactives show at the top dose activity change, negative = inhibition, usual class: inhibitors | AlphaScreen AMA1-biotinylated RON2 peptide binding | actives 0.2% (n = 360,000);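 further: potency means the concentration at half of the fitted maximal effect; 0% = vehicle wells and -100% = peptide control; nearly all actives have a fitted effect of over 45% in size; some results filed as inactive show a strong effect at the top dose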
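AMA1 (3D7) with his tag at 25 nM final met compounds first, then biotinylated RON2 peptide at 25 nM; detection used donor plus acceptor beads, 10 µg/mL apiece, read by AlphaScreen after 30 min at room temperature.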
HCV inh: HCV inhibition. Huh7.5.1 HCVcc-Cre infection, luciferase reporter, 44 h. Potency, µM (doses to about 41.8 µM), for inactives: top-dose activity change, negative = inhibition, usual class: inhibitors. actives 3.4% (n = 340,000); further: potency means the concentration at half of the fitted maximal effect
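1,000 cells/well; 4 h culture; + compound; + HCVcc-Cre (~0.5 moi); 44 h; luciferase substrate, RT 15 min; read 15 sec.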
AmpC detergent: AmpC beta-lactamase inhibition with detergent present. actives 0.041% (n = 370,000). Potency, µM (series often up to 114 µM), for the others: top-dose activity change, negative = inhibition, actives largely listed as inhibitors. AmpC hydrolysis of nitrocefin, absorbance 480 nm, 0.01% Triton. AID 485294. P00811;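 further: potency means the concentration at half of the fitted maximal effect; 0% = no-compound wells and -100% = no-enzyme wells; nearly all actives have a fitted effect of over 25% in size; some results filed as inactive show a strong effect at the top dose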
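AmpC (5.3 nM in the dispensed reagent) in 20 mM phosphate pH 7.0 with 0.01% (detergent screen) or 0.0001% Triton X-100 was preincubated with compounds for 15 min at room temperature. Nitrocefin was then added from an 800 uM solution, and hydrolysis was followed at 480 nm.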
HCMV inh: human cytomegalovirus inhibition; HFF cells, HCMV-luciferase reporter, 72 h; stronger effect = lower value; activity change, negative = inhibition, % at 57.5 µM; actives 4.5% (n = 410,000); AID 1259415; in the data active means activity change below about -60%; inconclusive means no clear call, values can overlap the other calls; inactive means above about -39%
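Screen run at 2 compound doses on HFFs infected with reporter HCMV, MOI 1 PFU/cell. Luciferase activity from cell lysates at 72 h post infection gave inhibition relative to buffer-only and Salinomycin wells.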
LmPK inh: LmPK (Leishmania mexicana) enzyme inhibition; purified LmPK, Kinase-Glo ATP luminescence, 1 h; Potency, µM (series often up to 57.5 µM), for inactives: at the highest dose activity change, negative = inhibition, hits mostly inhibitors; actives 0.37% (n = 290,000); AID 1721; further: potency means the concentration at half of the fitted maximal effect
Target sequence (Q27686 whole entry, looked up): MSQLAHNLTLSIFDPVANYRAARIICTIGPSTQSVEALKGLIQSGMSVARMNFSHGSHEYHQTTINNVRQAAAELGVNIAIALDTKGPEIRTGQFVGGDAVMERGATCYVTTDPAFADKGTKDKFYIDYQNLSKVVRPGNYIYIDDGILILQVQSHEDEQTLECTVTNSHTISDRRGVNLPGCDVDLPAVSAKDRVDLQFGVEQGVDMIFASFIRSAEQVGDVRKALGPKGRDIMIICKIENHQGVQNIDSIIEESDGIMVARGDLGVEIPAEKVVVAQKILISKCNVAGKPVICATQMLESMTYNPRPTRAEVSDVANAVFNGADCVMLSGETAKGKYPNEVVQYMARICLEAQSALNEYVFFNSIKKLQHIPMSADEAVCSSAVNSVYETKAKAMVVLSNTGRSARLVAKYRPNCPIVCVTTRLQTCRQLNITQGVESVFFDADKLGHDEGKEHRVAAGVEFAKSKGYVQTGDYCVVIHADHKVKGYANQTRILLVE
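ATP generated from ADP (0.1 mM) and PEP (0.5 mM) by 0.1 nM LmPK over 1 h at room temperature (pH 7.2 imidazole buffer) was detected by coupled luciferase luminescence. Values were normalized to uninhibited and no-enzyme wells.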
Starred values were filed as active, the others as inactive; ? = inconclusive; · = not tested or not shown; & = joins results of further samples; [ ] = remark or other dose. Unless noted, the call rests on the fitted dose curve; in most records, active means well fitted curve in the direction sought with a large enough effect; inconclusive means small, poorly fitted or top-dose-only effect, or another doubt; inactive means no such curve, though single readings can be large; an effect the other way counts as inactive or inconclusive. Unless noted, on the % scale 0 is the no-effect control and ±100 the full control effect.

| compound | AmpC no deterg | TbPYK inhibitor | AMA1-RON2 inh | HCV inh | AmpC detergent | HCMV inh | LmPK inh |
| --- | --- | --- | --- | --- | --- | --- | --- |
| Cn1ccnc1Sc1nc(Nc2cccc(Cl)c2)nc(N2CCOCC2)n1 | 67.0%[activator] | · | 5.5% | 8.3% | 6.7% | 43.4 | 1.4% |
| CCCCC12CNCC(C)(CNC1)C2=O | -8.5% | -6.4% | 3.1% | 15.5% | ? | 3.9 | -2.0% |
| NS(=O)(=O)c1ccc(CCNCc2cc(Cl)ccc2OCc2ccccc2)cc1 | 1.3% | -1.3% | -3.9% | 22.4µM* | ? | -66.8* | 4.6% |
| COC(=O)c1n[nH]nc1-c1ccccc1 | -6.7% | -2.1% | 3.0% | 15.3% | -15.0% | 52.9 | -2.5% |
| CC(=O)Nc1cc(-c2cccc(C(=O)NCCO)c2)cn2c(-c3ccc(F)cc3)cnc12 | · | -11.8% | -7.3% | · | · | -17.4 | · |
| COc1ccccc1OCCC(=O)Nc1cccc(S(=O)(=O)N2CCOCC2)c1 | -8.6% | 0.0% | 2.6% | -28.6% | -24.0% | 0.0 | · |
| COc1ccccc1CNc1ccc(-c2nc(-c3ccco3)no2)cc1[N+](=O)[O-] | · | 0.8% | · | · | 15.4% | 15.7 | · |
| COc1cc(OC)c(NC(=S)Nc2cccc(C(C)=O)c2)cc1Cl | -28.2% | -3.5% | 65.1%[activator] | ? | -11.7% | -27.2 | 2.7% |
| COc1ccccc1-c1sc2ccccc2c1-c1cnc(N2CCOCC2)nc1 | · | -5.1% | 2.5% | · | · | 45.3 | · |
| O=C(CCS(=O)(=O)Cc1ccccc1)NCCc1ccccc1 | -12.2% | -3.6% | -2.2% | 24.5% | -9.9% | -9.0 | 2.2% |
| CC(=O)c1cccc(CN2CCN(CCC(C)C)C(CCO)C2)c1 (stereo not drawn) | -15.8% | 1.2% | -9.6% | 6.7% | 2.9% | ? | 4.7% |
| CCc1nc(SCC(=O)OC)c2c3c(sc2n1)COC(C)(C)C3 | 1.8% | 7.5% | 3.7% | -1.6% | -14.5% | ? | 4.2% |
| Cc1ccc(S(=O)(=O)N2CCCN(S(=O)(=O)c3ccccc3Br)CC2)cc1 | -19.5% | 6.5% | 4.0% | ? | · | 4.9 | · |
| CCOC(=O)CSCC(=O)Nc1nnc(-c2cccc([N+](=O)[O-])c2)s1 | 0.0% | -1.7% | -4.1% | 4.9% | ? | ? | 5.5% |
| Cc1cccc(NC(=O)C2CCCN(c3ncnc4c3nc3n4CCCCC3)C2)n1 (stereo not drawn) | 104.7%[activator] | 1.0% | -3.7% | -10.1% | -11.9% | 22.8 | 8.6% |
| COc1ccc(NC(=O)CSc2nnc(-c3ccncc3)n2CC2CCCO2)c(OC)c1 (stereo not drawn) | -1.1% | 1.7% | -2.2% | 0.0%&2.2% | -0.8% | -2.1 | -3.4% |
| COc1ccc(CCNC(=O)CCC(=O)NC2CCCC(C)C2C)cc1OC (stereo not drawn) | 44.7% | -1.0% | -7.7% | 15.7% | 6.6% | -22.7 | -3.7% |
| CCOC(=O)/C(C#N)=N/Nc1ccccc1C#N | -3.6% | 1.8% | -1.5% | -1.3% | 7.3% | -11.6 | 2.1% |
| Cc1ccc2[nH]c(C(=O)NCCN3CCCC3)cc2c1 | -4.3% | 0.9% | 0.0% | -18.2% | 1.4% | 6.5 | -1.7% |
| Cc1ccc(Cl)cc1NC(=O)N1CCC2(CC1)Oc1ccccc1C(=O)N2Cc1ccccc1F | · | 6.6% | · | · | -2.3% | 15.1 | · |
| COc1ccc(OC)c(NC(=O)c2ccc(CN3CCOCC3)cc2)c1 | 6.3% | 1.9% | -0.8% | -15.7% | -11.7% | 5.3 | -0.3% |
| CCC(C)[C@H]1CNCCN1CCc1cccc2ccccc12 (stereo partly drawn) | 18.1% | -1.7% | 35.7%[activator] | -52.4% | -8.3% | -28.6 | · |
| C=CCNC(=O)c1ccc(N(Cc2ccc(Cl)cc2)S(C)(=O)=O)cc1 | 52.0% | -4.6% | 2.7% | 4.8% | ? | -20.3 | 3.8% |
| COCCOc1ccc(C(F)(F)F)cc1NC(=O)c1ccccc1 | -19.9% | 0.6% | 0.6% | -4.9% | -13.0% | 13.1 | -10.8% |
| COc1ccc(S(=O)(=O)NC(C)C(=O)NC2CC2)cc1C (stereo not drawn) | -5.1% | -4.8% | -0.8% | 8.7% | 2.3% | 32.9 | 1.0% |
| CC(C)COc1ccc(C(=O)Nc2ccc(NC(=O)c3ccco3)cc2)cc1 | -25.0% | -17.5% | 0.5% | -9.5% | -4.5% | · | 1.2% |
| CC(=O)N1N=C(c2ccccc2)CC1c1ccc2c(c1)OCO2 (stereo not drawn) | 0.7% | 0.1% | -4.4% | -16.4% | -10.9% | -21.9 | 1.7% |
| CCn1cc(C(=O)NCCN(CC(C)C)CC(C)C)c(=O)c2cc(S(=O)(=O)N(C)C3CCCCC3)ccc21 | · | 1.8% | · | · | 1.2% | 11.9 | · |
| Cc1cc(C)cc(NC(=O)Cn2ncn3c(cc4ccccc43)c2=O)c1 | -1.0% | 1.1% | 8.5% | -16.5% | 2.3% | 5.7 | 5.9% |
| C/C(=C\c1ccc(Br)cc1)C(=O)c1c(C)cc(C)[nH]c1=O | 9.4% | -0.6% | -0.4% | -3.3% | ? | -3.5 | -7.1% |

Nine entries out of the list, arranged by length of the SMILES, rising.
| compound | AmpC no deterg | TbPYK inhibitor | AMA1-RON2 inh | HCV inh | AmpC detergent | HCMV inh | LmPK inh |
| --- | --- | --- | --- | --- | --- | --- | --- |
| COc1ccc(S(=O)(=O)NC(C)C(=O)NC2CC2)cc1C (stereo not drawn) | -5.1% | -4.8% | -0.8% | 8.7% | 2.3% | 32.9 | 1.0% |
| COc1ccc(OC)c(NC(=O)c2ccc(CN3CCOCC3)cc2)c1 | 6.3% | 1.9% | -0.8% | -15.7% | -11.7% | 5.3 | -0.3% |
| COc1ccccc1-c1sc2ccccc2c1-c1cnc(N2CCOCC2)nc1 | · | -5.1% | 2.5% | · | · | 45.3 | · |
| C/C(=C\c1ccc(Br)cc1)C(=O)c1c(C)cc(C)[nH]c1=O | 9.4% | -0.6% | -0.4% | -3.3% | ? | -3.5 | -7.1% |
| NS(=O)(=O)c1ccc(CCNCc2cc(Cl)ccc2OCc2ccccc2)cc1 | 1.3% | -1.3% | -3.9% | 22.4µM* | ? | -66.8* | 4.6% |
| CCOC(=O)CSCC(=O)Nc1nnc(-c2cccc([N+](=O)[O-])c2)s1 | 0.0% | -1.7% | -4.1% | 4.9% | ? | ? | 5.5% |
| COc1ccc(NC(=O)CSc2nnc(-c3ccncc3)n2CC2CCCO2)c(OC)c1 (stereo not drawn) | -1.1% | 1.7% | -2.2% | 0.0%&2.2% | -0.8% | -2.1 | -3.4% |
| COc1ccccc1CNc1ccc(-c2nc(-c3ccco3)no2)cc1[N+](=O)[O-] | · | 0.8% | · | · | 15.4% | 15.7 | · |
| CC(=O)Nc1cc(-c2cccc(C(=O)NCCO)c2)cn2c(-c3ccc(F)cc3)cnc12 | · | -11.8% | -7.3% | · | · | -17.4 | · |

(cont.)
| compound | AmpC no deterg | TbPYK inhibitor | AMA1-RON2 inh | HCV inh | AmpC detergent | HCMV inh | LmPK inh |
| --- | --- | --- | --- | --- | --- | --- | --- |
| Cc1ccn2c(NC(=O)c3cccs3)c(-c3ccccc3)nc2c1 | -41.3% | 3.8% | 3.6% | 16.5% | ? | 70.2 | 3.5% |
| Cc1ccccc1OCC(=O)Nc1ccccc1-c1ccccc1 | 5.5% | 5.9% | 14.0% | ? | -6.0% | ? | ? |
| Nc1cc(=O)nc(SCC(=O)Nc2cccc3ccccc23)n1CCc1ccccc1 | -29.0% | -26.4% | -1.6% | -10.6% | -1.3% | -11.5 | 6.5% |
| COc1ccc(Nc2cc(C)nc3ncnn23)c(OC)c1 | -21.2% | 3.7% | -8.7% | 23.2% | -13.7% | 75.7 | -1.6% |
| Cc1ccc(NC(=O)c2noc3c2CCc2ccccc2-3)cc1 | -26.1% | -1.5% | -9.8% | -4.4% | 2.0% | 91.3 | -0.9% |
| CC(C)(CO)NC12CC3CC(CC(C3)C1)C2 | -26.8% | 1.4% | -1.5% | 8.1% | 5.1% | -23.2 | 1.8% |
| CNC(=O)c1cccc2nc3ccccc3nc12 | -2.7% | -2.6% | 0.0% | 11.2µM* | -1.2% | ? | -0.9% |
| O=C1OC2(CCCCC2)OC(=O)C1=CNc1nc2ccccc2s1 | -14.0% | 14.8% | 4.9% | 15.7% | 1.8% | 20.0 | -16.1% |
| CCCCc1c(O)c2ccccc2[nH]c1=O | -26.6% | 1.4% | -2.2% | 6.8% | -16.9% | 14.3 | -0.3% |
| CC(=O)Nc1ccc(NS(=O)(=O)c2cc(C)sc2C)cc1 | -22.6% | 5.6% | -14.4% | 7.9% | 1.2% | -24.1 | -1.7% |
| CC(=O)c1ccc(OCc2cc(C(=O)N3CCCCCCC3)no2)cc1 | 61.9%[activator] | -1.9% | -2.8% | -20.7% | -9.9% | 20.6 | -8.5% |
| Cc1ccc(O)c(-c2cc3ccccc3[nH]2)c1 | -38.8% | 6.1% | ? | -17.0% | ? | ? | -3.8% |
| Cc1cccc(-c2nc3ccccc3c3nncn23)c1 | -7.9% | -9.5% | 31.4%[activator] | -18.1% | ? | ? | 2.7% |
| CCOC(=O)CNC(=O)Cn1cnc2sc(C)c(S(=O)(=O)N3CCC(C)CC3)c2c1=O | -9.7% | 2.5% | ? | -1.9%&2.5% | -0.1% | 51.1 | -2.8% |
| O=C(CSc1nnnn1Cc1ccccc1)N1CCN(c2ccccc2)CC1 | -1.9% | -1.3% | 0.2% | -4.2% | -4.2% | 8.1 | 4.0% |
| Cn1c(/C(C#N)=N/O)nc2ccccc21 | -19.2% | 2.6% | 6.2% | 1.3% | -5.1% | 6.7 | -0.8% |
| COc1ccc(S(=O)(=O)n2oc(=O)cc2-c2ccccc2)cc1 | -27.3% | -4.8% | 13.6% | 8.7% | -1.2% | 12.7 | 8.0% |
| C=CCc1cc(C=O)cc(OCC)c1OCc1ccc(Cl)cc1 | -25.4% | -7.0% | 50.8%[activator] | 8.8% | -16.9% | -8.4 | -0.4% |
| CCCc1cc(=O)[nH]c(SCc2cccc(C)c2)n1 | -16.6% | -17.7% | -4.8% | ? | -1.6% | 21.2 | 2.6% |
| COc1ccc(COCCN2CCN(S(=O)(=O)c3ccccc3)CCC2=O)cc1 | 0.8% | -1.9% | 5.8% | -22.2% | 3.1% | -12.1 | 6.9% |
